# Screens: PubChem BioAssay, several laboratories
# Rin1-Abl PPI inh: inhibitors of Rin1-Abl protein binding, primary screen, biochemical, TR-FRET. 0.4% of 360,000 active. AID 588664, 2011. inhibition, % at 7.35 µM. Tyrosine-protein kinase ABL1 (Homo sapiens) + Ras and Rab interactor 1 (Homo sapiens), …; in the data active = inhibition above about 5%, passing the limit was not always enough
# FAS-TE inh: FAS thioesterase domain inhibitors, primary screen, biochemical, fluorescence intensity, uHTS | Fatty acid synthase (Homo sapiens), P49327 | recombinant FAS-TE, OMFH fluorogenic substrate, fluorescence endpoint | inhibition, % at 15 µM | 0.67% of 360,000 active | AID 602261, 2012;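 active = compounds whose normalised, plate-corrected inhibition of enzyme fluorescence in the single-dose primary screen is 50% or more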;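 note: 0% = DMSO with enzyme and 100% = substrate without enzyme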
# eLon inh: inhibitors of E. coli Lon protease, primary screen, biochemical, fluorescence polarization | purified E. coli Lon protease | 0.42% of 360,000 active | inhibition, % at 7.94 µM | P0A9M0 | AID 602123, 2011; in the data active = inhibition above about 13%, passing the limit was not always enough;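 note: 0% = enzyme with probe and DMSO and 100% = no enzyme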
# Target sequence (P0A9M0 whole entry, looked up): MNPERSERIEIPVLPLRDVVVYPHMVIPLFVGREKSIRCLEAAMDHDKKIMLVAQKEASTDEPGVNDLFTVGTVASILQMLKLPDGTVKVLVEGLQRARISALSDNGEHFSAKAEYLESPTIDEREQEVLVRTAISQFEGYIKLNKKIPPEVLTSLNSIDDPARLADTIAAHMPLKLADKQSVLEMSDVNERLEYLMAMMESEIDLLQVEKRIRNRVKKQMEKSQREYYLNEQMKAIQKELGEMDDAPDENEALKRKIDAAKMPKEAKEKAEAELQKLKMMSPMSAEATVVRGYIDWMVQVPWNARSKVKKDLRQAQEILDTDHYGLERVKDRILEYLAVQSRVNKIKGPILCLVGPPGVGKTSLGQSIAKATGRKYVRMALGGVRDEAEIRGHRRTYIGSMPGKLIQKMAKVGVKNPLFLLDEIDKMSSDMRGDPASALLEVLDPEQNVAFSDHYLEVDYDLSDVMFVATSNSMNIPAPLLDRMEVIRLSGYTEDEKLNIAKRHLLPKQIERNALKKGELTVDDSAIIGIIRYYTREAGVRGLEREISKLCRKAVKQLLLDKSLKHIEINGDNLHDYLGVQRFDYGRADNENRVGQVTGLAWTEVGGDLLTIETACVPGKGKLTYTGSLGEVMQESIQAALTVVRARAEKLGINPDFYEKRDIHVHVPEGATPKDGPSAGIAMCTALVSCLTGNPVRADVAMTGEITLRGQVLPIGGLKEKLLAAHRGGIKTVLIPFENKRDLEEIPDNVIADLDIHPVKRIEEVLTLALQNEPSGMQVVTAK
# MT1-MMP act inh: blockers of MT1-MMP proenzyme processing, primary screen, HT1080 RFP-PRO-GFP cells, GFP/RFP fluorescence; Matrix metalloproteinase-14 (Homo sapiens), P50281; GFP/RFP ratio fluorescence, overnight; percent of plate control window, DMSO zero; GFP/RFP ratio change, % at 20 µM; 0.061% of 360,000 active;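 active = GFP/RFP ratio change of at least 30% with cell ATP level not reduced by more than half and red fluorescence within 50% of control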; note: strong numbers were not always called active
#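 Test system: HT1080 RFP-PRO-GFP cells; Benchmarks: DMSO and RFP-L50D-GFP cell wells; Timing: cells overnight before dosing, compound overnight, 37 °C, 5% CO2; Compound: one 20 µM compound dose with 1% DMSO; Read-out: GFP/RFP fluorescence ratio.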
# PABP1 MLLE inh: inhibitors of PABP1 MLLE–PAM2 peptide binding, primary screen, biochemical, fluorescence polarization, FITC-PAM2, GST-MLLE; inhibition, % at 20 µM; 0.36% of 360,000 active; AID 588489, 2011; Polyadenylate-binding protein 1 (Homo sapiens), P11940; in the data active = inhibition above about 35%, passing the limit was not always enough;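 note: plate controls were DMSO wells with GST-MLLE for no effect and wells lacking GST-MLLE protein for full effect; some results filed as inactive read as strong as hits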
# MsrA inh: bovine MsrA enzyme inhibitors, primary screen, biochemical, absorbance, HTS; Methionine sulfoxide reductase A (Bos taurus); purified bovine MsrA, absorbance read-out; inhibition, % at 15.5 µM; 0.75% of 360,000 active; in the data active = inhibition above about 4.5%;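 note: 0% = vehicle wells with enzyme and 100% = reference inhibitor wells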
# Rpn11 inh: Rpn11 (PSMD14) deubiquitinase inhibitors, primary screen, biochemical, fluorescence polarization, uHTS; human 26S proteasome, Ub4-pepOG fluorescence polarization; 20S core pre-blocked with epoxomicin; calls only at 20 µM; 0.59% of 360,000 active;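 active = inhibition at 20 µM, scaled to each plate's controls, above about 33%, limit read from the data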
# Target sequence (O00487 whole entry, looked up): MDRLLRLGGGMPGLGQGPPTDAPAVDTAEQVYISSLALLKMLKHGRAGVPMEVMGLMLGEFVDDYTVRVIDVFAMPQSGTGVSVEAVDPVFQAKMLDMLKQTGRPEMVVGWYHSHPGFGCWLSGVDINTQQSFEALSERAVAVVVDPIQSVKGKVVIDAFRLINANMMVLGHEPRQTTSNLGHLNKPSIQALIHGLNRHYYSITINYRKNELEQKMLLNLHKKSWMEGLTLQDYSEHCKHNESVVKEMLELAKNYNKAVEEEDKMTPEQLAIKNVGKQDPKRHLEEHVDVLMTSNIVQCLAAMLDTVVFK
# MsrA act: bovine MsrA enzyme activators, primary screen, biochemical, absorbance, HTS; Methionine sulfoxide reductase A (Bos taurus); purified bovine MsrA, absorbance read-out; activation, % at 10.6 µM; 0.3% of 360,000 active; AID 602163, 2012; in the data active = activation above about 7.5%;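 note: 0% = vehicle and 100% = reference activator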
# CSN inh: inhibitors of CSN-mediated cullin deneddylation, primary screen, biochemical, fluorescence polarization, uHTS; COP9 signalosome complex subunit 5 (Homo sapiens), Q92905; Purified CSN, SCF-Nedd8-OG deneddylation; inhibition, % at 12.5 µM; 0.38% of 360,000 active;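 active = pattern-corrected inhibition above about 35%, with an unprinted fluorescence ratio check between 0.5 and 1.5, limit read from the data, passing the limit was not always enough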;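 note: 0% = enzyme with substrate and 100% = substrate without enzyme; some results filed as inactive read as strong as hits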
#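 Test system: purified human Csn5 enzyme expressed in HEK293T cells. Amount: 0.24 nM enzyme. Reagent: SCFSkp2-Nedd8OG substrate at 10 nM final. Schedule: 90 min incubation of compound, enzyme and substrate at room temperature. Detection: fluorescence polarization. Read-out: % inhibition of substrate cleavage by Csn5.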
# Active calls of the source: *; i = inactive; · = no result given; & = joins results of further samples. Compounds as they come (roughly 3.7% active in at least one column).
entry	Molecule	Rin1-Abl PPI inh	FAS-TE inh	eLon inh	MT1-MMP act inh	PABP1 MLLE inh	MsrA inh	Rpn11 inh	MsrA act	CSN inh
1	COc1cccc(C(=O)N2CCN(c3ccc(N4CCOCC4)nn3)CC2)c1	3	-7	8	12	-12	1.8	i	-4	2
2	COc1ccc(C(=O)N/N=C/c2ccc(OC)c(COc3ccc(F)cc3F)c2)cc1	4	16	-6	-1	2	2.6	i	-3	-2
3	CN1CCN(c2ccc(S(=O)(=O)N3CCOCC3)cc2NC(=O)COc2ccc(C#N)cc2)CC1	-2	-6	13	-1	-12	-0.8	i	0	1
4	CCn1c(=O)c2ccccc2n(CC(=O)NCCC2=CCCCC2)c1=O	3	0	7	1	6	-0.3	i	-1	-1
5	O=[N+]([O-])c1ccc(COc2ccc(CNc3ccccc3)cc2)cc1	1	6	-2	5	7	0.1	i	2	-3
6	COc1ccc(/C=N/NC(=O)CC(=O)NCc2cccnc2)c(OC)c1	2	-7	-4	3	5	2.3	i	-7	22
7	Cc1ccc(OCC(=O)N2CC(C)OC(C)C2)c([N+](=O)[O-])n1 (centres undefined)	-2	-4	4	2	-1	-0.4	i	-4	-7
8	CCc1cc(-c2n[nH]c(C)c2-c2nc3ccccc3n2C)c(O)cc1O	0	-5	2	1	-11	-1.1	i	1	-8
9	CCC(C)Sc1cccc(-c2nc3ccc(C)cn3c2NCc2ccccc2)c1 (centres undefined)	1	29&28	2&-1	2&5	-2	1.7&-1.0	i	-6&-10	2&-4
10	Cc1ccc2nc3c(nc2c1)-c1ccccc1C3=O	-6	-11	-6	1	-2	-0.9	i	0	4
11	CCOC(=O)N1CCN(C(=O)c2ccc3c(=O)n(-c4ccc(OC)cc4)c(=S)[nH]c3c2)CC1	5	-10	1	17	26	0.1	i	-12	-5
12	COc1ccc(NS(=O)(=O)c2ccc(N3CCCC3)c(NC(=S)Nc3cccc(C)c3C)c2)cc1	2	36	-4	-3	28	-0.8	i	-1	2
13	Cc1cc(S(=O)(=O)/N=C(\N)c2ccc(C(N)=O)cc2)cc(C)c1F	0	-6	-6	-6	-11	-0.5	i	-1	0
14	O=C(c1cccs1)N1CCN=C1SCc1ccc(Cl)cc1	-2	24	0	0	4	1.0	i	-8	-5
15	COc1ccc(-c2noc(C3CCCN(C(=O)c4ccccc4OC)C3)n2)cc1OC (centres undefined)	-3	-6	-1	0	-5	·	i	-11	2
16	COc1cc(NC(=O)CCc2nnc3ccc(N4CCC5(CC4)OCCO5)nn23)cc(OC)c1	-8	-8	-11	1	-15	0.0	i	-6	-1
17	O=C(Nc1cccc(Cl)c1)c1ccc2sc([C@@H]3O[C@H](CO)[C@H](O)[C@H](O)[C@H]3O)nc2c1	-5	-8	5	6	13	1.2	i	-2	-3
18	CC12CN(C(=S)Nc3ccccc3)CC(C)(CN(C(=S)Nc3ccccc3)C1)C2=O	1	-2	-18	-2	-114	-0.9	i	-7	1
19	CCOC(=O)c1ccc(NC(=O)Cn2ncc(Cl)c(Cl)c2=O)cc1	5	12	-2	-6	-35	1.5	i	-5	10
20	Cc1ccc(C(=O)CSc2ncnc3sc4c(c23)CCCC4)cc1	-2	7	-11	2	8	-0.3	i	0	0
21	COC(=O)c1ccc(COC(=O)c2cnccn2)cc1	-1	-11	-5	1	4	-1.3	i	-3	0
22	CCOc1ccc(NC(=O)/C(C#N)=C/c2cn(CC(=O)O)c3ccccc23)cc1	-5	-3	-5	-2	-12	3.0	i	-4	2
23	O=C(COc1ccc2oc(-c3ccco3)cc(=O)c2c1)N1CCCCC1	-4	-2	2	3	-13	4.7*	i	-6	3
24	CN(c1ccc(C(=O)N2CCOCC2)cc1[N+](=O)[O-])C1CCCCC1	-5	-6	4	4	-3	0.1	i	-10	-2
25	Cc1cccc(S(=O)(=O)N(C)C[C@@H]2OCc3cn(nn3)CCCC(=O)N([C@@H](C)CO)C[C@H]2C)c1	2	-10	-3	4	-1	-0.4	i	-1	4
26	Cc1ccccc1N1CC(C(=O)O)CC1=O (centres undefined)	-2	-2	1	4	-10	1.7	i	-2	-8
27	Cc1ccc(C)c(Sc2ccc(S(=O)(=O)Nc3ccc(C(=O)O)cc3)cc2)c1	3	9	-13	1	2	-0.6	i	-3	-2
28	CN(C)S(=O)(=O)c1cccc(C(=O)Nc2ccc(N3CCOCC3)cc2)c1	-2	-4	6	3	-18	0.9	i	-3	-2
29	CCc1ccc(S(=O)(=O)Nc2ccc(Cl)cn2)cc1	-3	-1	-10	-1	7	0.4	i	-7	-3
30	CCOP(=O)(OCC)C(NC(=O)Nc1ccccc1)C(N)=O (centres undefined)	3	-13	0	-2	13	1.1	i	-6	-3
31	CN(C1CCCCC1)S(=O)(=O)c1ccc(-c2ccccn2)s1	-2	41	3	2	0	0.1	i	-2	0
32	C=CCn1c(SCC(=O)Nc2ccc(OC)cc2)nc2c([nH]c3ccccc32)c1=O	2	-3	0	0	-1	0.9	i	-6	2
33	CCOc1ccc(NC(=O)CSc2nnc(-c3ccccc3Cl)n2Cc2ccco2)cc1	-1	12	-1	-4	-14	-0.7	i	-3	4
34	Cc1ccc(S(=O)(=O)N2CCN(C)CC2)cc1-c1nnc2c3ccccc3c(C)nn12	1	-2	-2	-4	0	-0.2	i	1	-3
35	Cc1sc2ncn(CC(=O)N3CCOCC3)c(=O)c2c1-c1ccccc1	5	-4	0	·	8	-1.1	i	-16	-5
36	COc1ccc(CNC(=O)c2cc(=O)c3cc(C)ccc3o2)cc1	1	16	-12	0	6	0.5	i	-3	3
37	COc1ccc(-c2noc(N3CCC(C(=O)NCc4ccc(Cl)cc4)CC3)n2)cc1	0	6	-6	-1	-5	1.9	i	-3	4
38	CC(OC(=O)CCCN=C1NS(=O)(=O)c2ccccc21)C(=O)Nc1ccccc1F (centres undefined)	1	-8	3	-1	4	-0.2	i	-4	-1
39	Cc1cc(C)c(-c2csc(Cc3nc(-c4cc5ccccc5oc4=O)cs3)n2)cc1C	-2	20	3	-7	-15	1.1	i	-3	-5
40	CC(=O)Nc1ccc(C(=O)CN2C(=O)NC3(CCCCCC3)C2=O)c(F)c1	8	-4	-7	-1	-18	0.5	i	-1	-1
41	COc1ccccc1CNC(=O)c1ccc(OC(F)F)c(OC)c1	-1	7	-2	1	12	1.3	i	-1	-5
42	Cc1c(-c2nc(N)nc(Nc3ccccc3F)n2)oc2ccccc12	-2	22	4	1	-2	0.9	i	-5	1
43	O=C(NCC(=O)N1CCN(c2ccccc2F)CC1)c1ccco1	3	-1	-5	2	8	-0.2	i	-3	-6
44	CCOc1cc(C(=O)N2CCC(CC3CC(c4ccc(Cl)cc4)=NO3)(C(=O)NCC3CCCCC3)CC2)cc(OCC)c1OCC (centres undefined)	3	21	11	-6	2	0.4	i	1	-3
45	Brc1ccc(CSc2nnc(-c3cnccn3)n2Cc2ccco2)cc1	-3	35	0	-4	-11	2.0	i	-3	-1
46	O=C(CSc1nc2ncc(Cl)cc2[nH]1)NC1CCS(=O)(=O)C1 (centres undefined)	1	-5	6	1	-36	0.8	i	-2	0
47	Cc1cc(OC(C)C(=O)NC(Cc2c[nH]c3ccc(O)cc23)C(=O)O)c2c(C)c(C)c(=O)oc2c1 (centres undefined)	0	0	-2	1	-3	-0.1	i	-1	3
48	Cc1nn(C(C)C(=O)NCCCN2CCCCC2C)c(=O)c2c1sc1ccccc12 (centres undefined)	0	-7	-1	5	-8	1.0	i	-3	-4
49	COc1ccc(COC(=O)C2=C(C)NC(=O)NC2c2ccccc2OC(C)C)cc1 (centres undefined)	0	4	-8	-1	16	0.3	i	-2	3
50	COc1ccc(NC(=S)Nc2ccc3nccnc3c2)cc1	-5	-5	-8	-6	20	0.5	i	-8	-11
51	CC(C)(OC(=O)c1ccc(C#N)cc1)c1cc2ccccc2c(=O)o1	0	18	-4	3	5	0.5	i	-1	-2
52	CCCN(c1ccc(C(C)C)cc1)S(=O)(=O)c1c(C)noc1C	3	20	-4	-4	10	-0.2	i	-10	-1
53	CCCC(=O)Nc1c(C(=O)OCC)[nH]c2ccccc12	-2	-5	-3	-3	14	0.2	i	-4	3
54	CC(C)C1Cc2[nH][nH]c(=O)c2C(c2ccc(Cl)cc2)O1 (centres undefined)	·	-18	6	10	·	0.0	·	-1	1
55	COc1ccc(-n2c(SC)nc3sc4c(c3c2=O)CCN(C)C4)cc1	0	-10	-2	1	-10	3.4	i	-8	7
56	O=C(CSc1ncn[nH]1)N/N=C/c1ccc(F)cc1	1	-8	-9	-2	-17	0.0	i	-3	2
57	CCOc1cccc(CN2CCCC(C(=O)c3cccc(C(F)(F)F)c3)C2)c1O (centres undefined)	6	-6	-2	2	-10	-0.2	i	-9	-5
58	CC1=C(C(=O)N2CCOCC2)C(c2ccc(O)cc2)NC(=S)N1 (centres undefined)	0	-11	-2	-3	-148	1.7	i	3	-4
59	O=P(Cc1ccccc1O)(c1ccccc1)c1ccccc1	-5	-8	7	-8	0	0.5	i	-4	0
60	CCCCn1c(N)c(N(CC(C)C)C(=O)c2cccc(S(=O)(=O)N3CCCCCC3)c2)c(=O)[nH]c1=O	1	4	-9	0	-10	-0.4	i	-12	3

# Following part:
entry	Molecule	Rin1-Abl PPI inh	FAS-TE inh	eLon inh	MT1-MMP act inh	PABP1 MLLE inh	MsrA inh	Rpn11 inh	MsrA act	CSN inh
61	COc1ccc(C(=O)N/C=C/n2cnc3cc(C(F)(F)F)ccc32)cc1	-3	-3	8	-1	-8	-1.2	i	-4	7
62	O=C(OCC(=O)N1CCC(Cc2ccccc2)CC1)c1ccccc1O	3	45	-2	2	-15	0.0	i	-3	5
63	Clc1ccc(-c2nc3cc(CN4CCCCC4)ccc3o2)cc1	-3	2	3	0	1	1.0	i	-2	3
64	O=C(CN1CCOCC1)OCCCc1ccccc1	1	-5	-8	-4	6	1.5	i	-2	3
65	COc1cccc(C2CC(c3cccc(C)c3)n3ncnc3N2)c1 (centres undefined)	-6	-4	1	-2	-7	-1.2	i	-1	-1
66	Cc1cnc(C(=O)OCC(=O)Nc2cc(Cl)cc(Cl)c2)cn1	7	-3	-11	-1	-10	0.5	i	-4	2
67	[O-]/[N+](=C\c1cccc(Br)c1)c1ccccc1	-1	-10	-1	0	10	-0.8	i	-3	-4
68	S=C(N/N=C/c1ccccc1Cl)Nc1cccc(Cl)c1Cl	-3	4	-11	-3	-4	-0.6	i	-4	3
69	COn1c(SCc2cccc(Cl)c2)nc2ccccc2c1=O	-1	19	3	0	0	1.0	i	-16	2

# Screen by screen, as entered above:
# Rpn11 inh, entries 37 to 44, in order: i, i, i, i, i, i, i, i
# Rin1-Abl PPI inh, entries 37 to 44, in order: 0, 1, -2, 8, -1, -2, 3, 3
